# Compound activity (PubChem)
# RORA act = activators of orphan receptor RORA, primary screen, cell-based, luminescence | Nuclear receptor ROR-alpha (Homo sapiens), P35398 | CHO-K1 Gal4-RORA LBD luciferase reporter; percent increase over mock-subtracted basal signal | activation, % at 10 µM | 65,000 tested, 1.5% active;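 active = activation above the mean of all tested compounds plus 3 SD, cut at about 49% in these data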;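 also: 0% = DMSO-treated RORA cells and 100% = added signal equal to DMSO minus mock-transfected cells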
# SF1 activator = activators of human SF-1, primary screen, cell-based, CHO-K1, Gal4-SF-1 LBD, luciferase luminescence. Steroidogenic factor 1 (Homo sapiens), Q13285. CHO-K1 Gal4-SF-1 LBD luciferase reporter; % increase over DMSO SF-1-specific signal. activation, % at 10 µM. 65,000 tested, 1.9% active;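 active = activation above the mean activation of all tested compounds plus 3 SD, cut at about 50% in these data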
# Target sequence (Q13285 whole entry, looked up, the tested form may be a part): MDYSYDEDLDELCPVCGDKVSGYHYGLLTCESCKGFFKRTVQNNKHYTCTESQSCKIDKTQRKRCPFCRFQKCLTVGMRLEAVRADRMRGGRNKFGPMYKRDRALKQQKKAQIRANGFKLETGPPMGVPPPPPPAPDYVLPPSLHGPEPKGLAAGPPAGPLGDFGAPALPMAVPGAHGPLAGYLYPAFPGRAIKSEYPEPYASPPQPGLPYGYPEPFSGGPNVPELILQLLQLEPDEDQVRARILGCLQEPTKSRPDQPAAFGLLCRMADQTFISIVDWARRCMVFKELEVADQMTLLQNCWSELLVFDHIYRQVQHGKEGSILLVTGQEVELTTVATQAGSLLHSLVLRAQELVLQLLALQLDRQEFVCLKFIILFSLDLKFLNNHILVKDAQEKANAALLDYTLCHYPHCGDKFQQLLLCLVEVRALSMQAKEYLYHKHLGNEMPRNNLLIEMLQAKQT
#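 Assay system – CHO-K1 cells with Gal4–hSF-1 LBD chimera plus Gal4-driven luciferase · Quantity – 4,000 cells per well · Times – compound added 1 h post-seeding, 20 h exposure at 37 °C, 5% CO2 · Measured by – luciferase light emission · Benchmarks – DMSO and mock-transfected background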
# A340 absorber = compound light absorbance at 340 nm, profiling panel, artefact control, biochemical, MLSMR library, data from PS, PMK, MK assays. compound absorbance at 340 nm, fold over control. fold change at 10 µM. 65,000 tested, under 10 active. AID 708, 2007;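 active = at 10 µM dose, initial 340 nm absorbance at least 2 fold that of control wells; inactive = change under 2 fold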;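 also: initial absorbance extrapolated from kinetic A340 decline of NADH oxidation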
# 5HT1a antag = human 5-HT1a receptor antagonists, primary screen, cell-based, CHO, Ga15 NFAT-bla reporter; 5-hydroxytryptamine receptor 1A (Homo sapiens), P08908; CHO 5-HT1a Ga15 NFAT-bla reporter, antagonist mode; inhibition, % at 10 µM; 62,000 tested, 0.68% active;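 active = inhibition above the mean of all tested compounds plus 3 SD, cut at about 43% in these data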;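 also: receptor stimulated by 5-CT agonist at 100 nM near EC80; beta-lactamase reporter measured by ratiometric fluorescence of a cleavable substrate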
# Target sequence (P08908 whole entry, looked up): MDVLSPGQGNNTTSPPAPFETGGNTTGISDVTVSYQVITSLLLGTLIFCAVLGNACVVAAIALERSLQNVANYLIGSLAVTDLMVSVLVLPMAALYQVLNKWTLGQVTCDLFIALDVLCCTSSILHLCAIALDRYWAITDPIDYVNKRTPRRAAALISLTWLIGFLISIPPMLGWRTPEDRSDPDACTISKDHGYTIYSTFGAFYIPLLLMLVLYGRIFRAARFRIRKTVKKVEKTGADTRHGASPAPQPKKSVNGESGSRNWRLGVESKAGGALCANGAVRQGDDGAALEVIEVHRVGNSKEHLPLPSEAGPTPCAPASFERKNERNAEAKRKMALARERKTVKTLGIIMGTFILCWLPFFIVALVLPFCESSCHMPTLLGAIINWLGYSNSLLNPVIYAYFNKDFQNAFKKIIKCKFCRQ
# Fluor 339 460 = intrinsic fluorescence of library compounds, ex339/em460 – biochemical, MLSMR library, data from DPM-DC assay, artefact control, profiling panel; AID 709, 2007; 65,000 tested, 5.5% active; compound autofluorescence, ex339/em460 nm, NADH buffer; hits give high values; 1 = no-compound wells, NADH background; fluorescence fold increase at 10 µM;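 active = at 10 µM, mean starting fluorescence two-fold or more over control wells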;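 also: signal is the first read of a kinetic run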
# TNAP act DEA = human TNAP enzyme activators, primary screen, biochemical, luminescent, intermediate phosphate acceptor level; 64,000 tested, under 10 active; purified TNAP, CDP-star luminescence, 100 mM DEA, 30 min; hits give high values; scale: 0 levamisole-inhibited, 1 vehicle-only enzyme; AID 813, 2007; activation factor at 20 µM;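 active = activation factor of at least 2 at 20 µM, relative to controls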
# MMP13 inh = human MMP13 inhibitors, primary screen, biochemical, FRET peptide cleavage; MMP-13 fTHP FRET cleavage, Mca fluorescence; inhibition, % at 4 µM; 65,000 tested, 0.07% active;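 active = inhibition above the mean of compound-free control plate wells plus 3 SD, cut at about 14% in these data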;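 also: 0% = DMSO wells and 100% = wells with reference MMP-13 inhibitor after basal subtraction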
# HTR1A agonist = human 5-HT1a receptor agonists, primary screen, cell-based, CHO, Ga15 NFAT-bla reporter; 5-hydroxytryptamine receptor 1A (Homo sapiens), P08908; activation, % at 10 µM; 65,000 tested, 0.56% active; AID 567, 2006; CHO 5-HT1a Ga15 NFAT-bla reporter, FRET ratio; 0% basal, 100% maximal reference agonist;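 active = activation above the screen-wide mean activation plus 3 SD, cut at about 19% in these data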;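 also: 0% = DMSO wells and 100% = 5-CT at EC100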
# NADH enzymes = inhibitors of PK/LDH coupling enzymes, profiling panel, artefact control, biochemical, MLSMR library; coupled PK/LDH NADH assays, four targets; IC50, µM (doses to about 10 µM), for inactives: top-dose inhibition; 65,000 tested, 0.02% active;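 active = single-dose screening hits from any of four coupled enzyme assays that gave an IC50 when retested across doses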;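 also: the DPM-DC format reads NADH fluorescence rather than 340 nm absorbance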
# The depositor's hits bear a star; . = not tested or not shown; [ ] = remark or other dose.
SMILES	RORA act	SF1 activator	A340 absorber	5HT1a antag	Fluor 339 460	TNAP act DEA	MMP13 inh	HTR1A agonist	NADH enzymes
O=C(Nc1ccc2oc(-c3ccncc3)nc2c1)c1cccs1	9.1	5.0	1.04	-8.3	1.99	0.9	-43.6	4.7	2.0%[fluoresces]
CC(C(=O)O)N1C(=O)c2cccc3cccc1c23 (configuration not stated)	13.1	19.0	1.09	2.3	1.54	0.9	5.8	-1.2	9.0%
COc1cc(OC)cc(C(=O)Nc2ccc(-c3nc4ccccc4o3)cc2)c1	10.4	1.2	1.12	-29.0	2.17*	1	-9.8	1.9	1.0%[fluoresces]
O=c1c2c(nc3cc(-c4ccc(F)cc4)[nH]n13)CCCC2	-1.7	-24.9	1.03	10.7	1.8	0.9	-22.0	-3.6	9.0%
Cc1ccccc1OCc1nc2ccccc2c(=O)n1/N=C/c1ccco1	-9.4	-6.6	1	6.6	1.02	0.9	3.4	-1.8	2.0%
CCN(CC)CCNC(=O)C(C(=O)c1ccccc1)n1ccccc1=O (configuration not stated)	0.8	-11.0	0.97	4.3	1.1	1	-5.6	-0.5	5.0%
O=C1CCCC/C1=C\Nc1ccc(Cl)cn1	4.2	18.2	1.2	4.0	1.06	0.9	1.9	-4.1	2.0%
CSc1nc(C)cc(NC(N)=O)n1	8.8	15.3	1	-6.2	1.05	0.9	4.1	-3.2	6.0%
Cc1ccc2nc(C3CCCN(C(=O)NCc4ccccc4)C3)[nH]c2c1 (configuration not stated)	-12.9	-6.8	0.98	2.2	1.11	1	3.5	-2.6	3.0%
CCCCn1nnnc1SCC(=O)Nc1sc2c(c1C#N)CCCC2	1.2	-19.2	1.04	1.2	1.12	0.9	-8.6	-1.9	1.0%
CCc1nnc(NC(=O)CSc2ncc(-c3ccccc3)n2CC)s1	-9.4	-3.0	1.03	4.9	1.05	0.9	1.4	1.2	7.0%
CC1Cc2ccccc2N1S(=O)(=O)c1cccc(C(=O)NC2CC2)c1 (configuration not stated)	13.0	-9.8	1.05	12.6	1.12	0.9	-1.4	-1.8	4.0%
C(=N\C(/N=C/c1ccco1)c1ccco1)/c1ccco1	6.2	1.9	1.03	16.4	2.05*	1	-15.3	-0.3	3.0%
Cn1c(N2CCN(C(=O)Nc3ccc(C(F)(F)F)cc3)CC2)nc2ccccc21	-6.0	-8.6	1.02	-6.2	1.06	0.9	1.7	0.4	4.0%
N#CCCn1c(SCC(=O)N2CCN(S(=O)(=O)c3ccccc3)CC2)nc2ccccc21	3.7	-7.9	1	1.5	1.11	1	4.8	-2.0	3.0%

# A draw from above in order of length of the SMILES, lowest first.
SMILES	RORA act	SF1 activator	A340 absorber	5HT1a antag	Fluor 339 460	TNAP act DEA	MMP13 inh	HTR1A agonist	NADH enzymes
CC(C(=O)O)N1C(=O)c2cccc3cccc1c23 (configuration not stated)	13.1	19.0	1.09	2.3	1.54	0.9	5.8	-1.2	9.0%
O=C(Nc1ccc2oc(-c3ccncc3)nc2c1)c1cccs1	9.1	5.0	1.04	-8.3	1.99	0.9	-43.6	4.7	2.0%[fluoresces]
Cc1ccccc1OCc1nc2ccccc2c(=O)n1/N=C/c1ccco1	-9.4	-6.6	1	6.6	1.02	0.9	3.4	-1.8	2.0%

# Continued.
SMILES	RORA act	SF1 activator	A340 absorber	5HT1a antag	Fluor 339 460	TNAP act DEA	MMP13 inh	HTR1A agonist	NADH enzymes
CCOCC(=O)NCc1ccc2c(c1)cc(C)n2C	-5.8	-11.2	1.01	-3.6	1.08	1	-0.9	-1.8	1.0%
O=C(Oc1ccc(-c2ccccc2)cc1)N1CCOCC1	60.6*	43.1	1.06	-6.0	1.17	1	-1.6	-2.1	0.0%
CCOC(=O)N1CCC(N2Cc3cccc(C(=O)NCc4ccccn4)c3C2=O)CC1	-5.8	2.1	1.04	0.7	1.11	0.9	6.1	2.0	3.0%
COc1ccc(-n2c(Cn3c(=O)sc4ccccc43)nnc2SCC(=O)N2CCOCC2)cc1	-5.1	16.9	1.05	9.5	1.04	1	1.5	1.2	3.0%
COCCn1c(SCC(=O)c2ccc3c(c2)OCCO3)nnc1-c1ccco1	-19.6	27.3	1.02	8.9	0.69	0.9	-5.4	-3.6	13.0%
O=C(CCS(=O)(=O)c1cccc2nsnc12)N1CCN(C(=O)c2ccco2)CC1	-8.8	8.1	1.12	-0.9	1.12	1	1.1	-1.5	2.0%
COc1ccccc1NC(=O)c1cccc(S(=O)(=O)N2CCOCC2)c1	-9.0	-1.5	1.04	0.2	1.07	1	0.2	-3.6	5.0%
CC(C)Cc1nnc(NC(=O)CCN2C(=O)c3ccccc3C2=O)s1	4.0	0.2	1.05	-5.9	1.11	0.9	-3.4	-2.8	7.0%
O=C(CC(Cc1ccccc1)C(=O)O)NCCc1ccc2c(c1)OCO2 (configuration not stated)	20.8	2.9	0.97	14.5	0.98	0.9	1.1	-0.8	11.0%
CCOC(=O)c1ccc(NC(=O)CSc2nnc(C)n2-c2ccccc2)cc1	-8.9	-4.6	1.05	16.3	1.09	1	-1.7	-0.3	2.0%
CC(=O)c1ccc(O)c(CO)c1	-14.8	6.2	1.08	.	1.03	0.8	0.1	1.1	2.0%
Cc1nn2cc(-c3ccc(Cl)cc3)nc2s1	-9.2	12.8	0.98	10.5	1.15	0.9	-1.8	0.1	2.0%
CCNC(=O)c1sc(-c2ccccc2)nc1C	3.0	17.6	1.01	1.1	1.09	0.9	1.6	-3.5	4.0%
CC(C)(CNS(=O)(=O)c1ccc(F)cc1)CNS(=O)(=O)c1ccc(F)cc1	-2.1	6.6	1.01	1.5	1.09	0.9	3.0	0.9	5.0%
CCN(CC)C(=O)CSc1nc2ccccc2c(=O)[nH]1	-2.3	1.9	1.08	-11.6	1.05	1.1	3.0	-1.2	6.0%

# Among those listed so far, 2 contain a cyano group:
SMILES	RORA act	SF1 activator	A340 absorber	5HT1a antag	Fluor 339 460	TNAP act DEA	MMP13 inh	HTR1A agonist	NADH enzymes
CCCCn1nnnc1SCC(=O)Nc1sc2c(c1C#N)CCCC2	1.2	-19.2	1.04	1.2	1.12	0.9	-8.6	-1.9	1.0%
N#CCCn1c(SCC(=O)N2CCN(S(=O)(=O)c3ccccc3)CC2)nc2ccccc21	3.7	-7.9	1	1.5	1.11	1	4.8	-2.0	3.0%

# More compounds follow:
SMILES	RORA act	SF1 activator	A340 absorber	5HT1a antag	Fluor 339 460	TNAP act DEA	MMP13 inh	HTR1A agonist	NADH enzymes
Cc1sc2ncn(-n3c(C)ccc3C)c(=O)c2c1C	-3.1	2.0	1.05	-6.8	1.08	1	3.6	-2.4	1.0%
COc1cccc(OCCOc2cccc(/C=N/n3cnnc3)c2)c1	-14.3	-16.3	1.05	-5.9	1.07	0.9	-3.7	-4.0	5.0%
COc1ccc(OCC(=O)Nc2ccc(S(=O)(=O)N3CCOCC3)cc2)cc1	-2.8	-6.1	0.98	-6.7	1.06	0.9	-7.9	0.1	7.0%
CCOc1cc(C2C(C(=O)OC)=CN(C3CCCC3)C=C2C(=O)OC)cc(Br)c1O	-8.6	-8.6	1.06	11.8	2.88*	1	-44.1	14.4	11.0%
CSCCC(N=CC1=C(O)CC(C)(C)CC1=O)C(=O)O (configuration not stated)	-6.9	-4.5	1.04	-8.5	1.18	1	-3.4	-1.0	4.0%
CC(C)n1c(=O)[nH]c2ccccc21	2.0	19.2	1.05	-2.8	1.1	1	-2.8	-2.1	7.0%
CC(c1ccccc1)C1CC(=O)N(CC(=O)O)C1=O (configuration not stated)	-1.1	-18.1	1.03	5.2	1.05	0.9	-1.8	-1.7	3.0%
COCCNC(=O)c1csc2c1CCCC2	14.2	9.8	0.95	2.5	1.16	1	0.5	-0.2	7.0%
CN(C(=O)c1ccc(Cl)c(S(=O)(=O)N2CCOCC2)c1)c1ccccc1C(=O)O	6.1	2.4	0.98	-3.4	1.04	1	1.1	-3.1	6.0%
COc1cc2[nH]c(=S)n(CCCN3CCOCC3)c(=O)c2cc1OC	-2.6	-8.7	1.07	-2.9	1.06	0.9	1.2	0.1	7.0%
CCC(C)Sc1nc(C)nc2c1c(=O)n(C)c(=O)n2C (configuration not stated)	9.4	-9.6	1.03	-4.0	1.04	0.9	1.7	1.8	4.0%
CCN(c1ccccc1)S(=O)(=O)c1ccc2[nH]cc(C(=O)NCCOC)c(=O)c2c1	-2.4	-10.2	1.08	-2.4	1.84	1	-1.4	0.5	12.0%
Cc1ccc(N(CC(=O)NCc2ccncc2)S(C)(=O)=O)cc1Cl	-12.3	-12.5	0.99	-3.5	1.09	0.9	-5.0	0.1	5.0%
O=C(Nc1cccc(-c2nnn(CC(=O)N3CCc4ccccc4C3)n2)c1)C1CCC1	1.3	0.1	1.05	-6.0	1.13	0.9	3.6	-1.0	4.0%
CCCCN(CC)C(=O)c1cccc(Cl)c1	-1.9	1.9	1.01	5.7	0.89	0.9	2.6	-2.1	3.0%
CN(C)CCNc1nc2c(c(=O)[nH]c(=O)n2C)n1CC(O)COc1ccc(Cl)cc1Cl (configuration not stated)	14.0	4.1	1.02	8.9	1.12	1	-0.5	-2.7	5.0%
OCCOc1ccc(C2=NCCO2)cc1	11.8	10.9	1.01	-12.1	1.1	0.9	1.0	-2.6	8.0%
CC(=O)Nc1sc(C)c(C)c1CN1CCN(S(=O)(=O)c2ccccc2)CC1	-15.9	6.4	1.04	13.1	1.11	0.9	6.4	-1.4	5.0%
CCOC(=O)Cn1c(C(C)=O)nc2ccccc21	12.5	17.0	1.04	-2.2	1.34	0.9	-15.6	-1.9	7.0%
CCCCOC(=O)CSc1nc(N)c(C#N)c(-c2ccc(OC)cc2)c1C#N	4.3	13.3	1.08	.	1.13	0.9	-2.2	4.8	4.0%
Cc1oc(-c2ccc3c(c2)OCCO3)cc1C(=O)NC(CCC(=O)O)C(=O)O (configuration not stated)	1.1	5.1	1.01	-1.6	1.08	0.8	-3.5	0.7	7.0%
Cc1ccc(-n2ncc3c2ncn2nc(-c4ccco4)nc32)c(C)c1	10.9	-6.8	1.06	14.5	1.29	0.9	-49.2	0.0	5.0%
COc1cc2c(C(=O)NCc3ccccn3)cn(C)c(=O)c2cc1OC	-11.4	-3.1	1.02	-12.5	1.14	0.9	-2.2	-2.7	2.0%
COc1ccc(NC(=O)CCn2nc(C)cc2C)cc1	0.2	-7.0	0.99	-5.4	1.07	0.9	-3.2	-1.2	6.0%
Cc1cccc(NC(=O)C2CCCN(S(=O)(=O)c3cccc4cccnc34)C2)c1 (configuration not stated)	1.5	-6.7	1.04	2.8	1.04	0.9	-1.4	1.6	4.0%
COc1ccc2c(c1OC)CN(C)CCc1cc3c(cc1C(O)C2)OCO3 (configuration not stated)	-15.7	-14.1	0.99	9.0	1.11	1	1.1	1.6	12.0%
CCCOc1ccc2ccccc2c1/C=N/n1cnnc1	1.2	-5.4	1.08	-3.2	1.11	0.9	3.6	1.7	3.0%

# Individual results from the entries so far:
# CCCCOC(=O)CSc1nc(N)c(C#N)c(-c2ccc(OC)cc2)c1C#N in NADH enzymes shows 4.0%
# OCCOc1ccc(C2=NCCO2)cc1 in MMP13 inh shows 1.0
